Source: PubChem
UHRF1 MBD2 ctr: blocks human UHRF1 binding to methylated DNA; Q96T88; UHRF1 binding to methylated oligo, TR-FRET; inhibition, % at 4.4 µM; 370,000 compounds, 0.75% hits; AID 687016; in the data active means inhibition above about 21%;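 further: UHRF1 SRA domain binding a hemimethylated CpG hairpin DNA probe; 0% = median of test compound wells and 100% = reference inhibitor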
Target sequence (Q96T88 whole entry, looked up, the tested form may be a part): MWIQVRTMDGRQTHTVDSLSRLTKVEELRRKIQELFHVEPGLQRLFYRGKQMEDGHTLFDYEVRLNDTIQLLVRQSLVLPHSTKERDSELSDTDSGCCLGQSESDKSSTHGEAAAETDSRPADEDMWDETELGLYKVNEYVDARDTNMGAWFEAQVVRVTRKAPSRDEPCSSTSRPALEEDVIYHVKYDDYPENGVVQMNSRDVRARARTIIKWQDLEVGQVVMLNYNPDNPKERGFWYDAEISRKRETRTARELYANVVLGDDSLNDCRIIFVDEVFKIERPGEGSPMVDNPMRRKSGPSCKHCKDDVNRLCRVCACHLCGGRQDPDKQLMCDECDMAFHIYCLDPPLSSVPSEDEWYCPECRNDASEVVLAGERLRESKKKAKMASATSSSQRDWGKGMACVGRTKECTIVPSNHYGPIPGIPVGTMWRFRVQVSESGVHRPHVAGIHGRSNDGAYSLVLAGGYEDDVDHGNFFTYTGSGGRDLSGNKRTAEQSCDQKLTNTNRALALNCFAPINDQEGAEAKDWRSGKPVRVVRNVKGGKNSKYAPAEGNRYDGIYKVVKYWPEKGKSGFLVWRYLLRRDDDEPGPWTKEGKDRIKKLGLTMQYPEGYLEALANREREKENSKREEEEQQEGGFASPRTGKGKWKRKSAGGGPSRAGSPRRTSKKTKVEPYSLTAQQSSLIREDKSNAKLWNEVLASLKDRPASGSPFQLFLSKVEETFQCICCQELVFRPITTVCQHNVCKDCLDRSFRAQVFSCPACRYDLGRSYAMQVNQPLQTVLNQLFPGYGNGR
SIAE primary: human SIAE inhibition, primary screen; SIAE FP-Rh probe binding, fluorescence polarization; inhibition, % at 9.66 µM; 370,000 compounds, 0.69% hits;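 active means inhibition above a cutoff: mean of compounds within the control limits plus 3 SD of those, cut at about 17% in these data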;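 further: 0% = plate median of compound wells and 100% = probe without SIAE protein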
PRMT1 FP inh: blocks human protein arginine methyltransferase 1 | Q99873 | recombinant PRMT1, activity-based probe fluorescence polarization | inhibition, % at 2.79 µM | 370,000 compounds, 1.3% hits;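 active means inhibition above about 21% made by adding two undisclosed values, limit read from the data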
rCAG RNA binder: molecules binding r(CAG) RNA repeats; inhibition, % at 3 µM; 370,000 compounds, 1.3% hits; r(CAG) RNA repeat, TO-PRO-1 dye displacement fluorescence; AID 651821;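 active means inhibition above the plate cutoff, the mean of all test compounds on that plate plus 3 SD, cut at about 35% in these data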;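 further: 0% = DMSO alone and 100% = 100 µM mitoxantrone as full dye displacement; higher means more dye released from RNA so lower well fluorescence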
TCR CD3 inh: human TCR-CD3 binding inhibition; AID 651800; 360,000 compounds, 0.37% hits; inhibition, % at 9.4 µM; TAMRA-labeled TCR probe fluorescence, biochemical; in the data active means inhibition above about 19%;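 further: recombinant mutant TCR 2C K166C tagged with TAMRA read by polarization; 0% = receptor in buffer alone and 100% = receptor with positive control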
HTRA1 inh: inhibitors of human serine peptidase HTRA1; recombinant HTRA1, FP-rhodamine activity-based probe, fluorescence polarization; 340,000 compounds, 0.5% hits; Q92743; AID 504803; inhibition, % at 5.96 µM; in the data active means inhibition above about 36%;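 further: 0% = enzyme with DMSO and 100% = wells lacking enzyme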
GC-B act: GC-B (human) receptor activation; activation, % at 10 µM; P20594; AID 1920062; 370,000 compounds, 0.11% hits; HEK293-GC-B cells, CNP EC30, cGMP TR-FRET; 0% at EC30 CNP, 100% saturating CNP;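 active means activation at 10 µM reaching about 35% in either raw or pattern-adjusted values, limit read from the data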
MBD2 inh: MBD2-methylated oligo binding inhibition; Q9UBB5; TR-FRET, MBD2 binding to methylated oligonucleotide; inhibition, % at 4.4 µM; 370,000 compounds, 0.31% hits; AID 686964; in the data active means inhibition above about 13%
GC-A act: GC-A (human) enzyme activation | AID 1671463 | 370,000 compounds, 0.14% hits | activation, % at 10 µM | P16066 | HEK293 GC-A cells, cGMP TR-FRET, EC30 ANP; 0% at EC30 ANP, 100% saturating ANP; in the data active means activation above about 40%
ABHD4 inh: inhibits mouse alpha/beta hydrolase domain 4. Q8VD66. purified mABHD4, FP-Rh probe fluorescence polarization. inhibition, % at 8.92 µM. 370,000 compounds, 0.54% hits. AID 720543;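 active means inhibition exceeding the mean over every tested compound plus 3 SD, cut at about 30% in these data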;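 further: 0% = plate median of compound wells and 100% = S159A mutant with DMSO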
Target sequence (Q8VD66 whole entry, looked up, the tested form may be a part): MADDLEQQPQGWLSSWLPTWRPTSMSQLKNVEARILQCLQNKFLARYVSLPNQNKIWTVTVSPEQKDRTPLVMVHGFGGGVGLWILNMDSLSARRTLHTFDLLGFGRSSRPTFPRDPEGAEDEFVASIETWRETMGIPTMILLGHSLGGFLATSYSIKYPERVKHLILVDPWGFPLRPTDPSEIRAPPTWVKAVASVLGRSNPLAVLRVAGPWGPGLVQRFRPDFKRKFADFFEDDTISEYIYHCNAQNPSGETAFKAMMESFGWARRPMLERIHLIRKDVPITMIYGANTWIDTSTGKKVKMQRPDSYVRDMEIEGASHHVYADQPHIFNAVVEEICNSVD
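system = mouse ABHD4 enzyme, wild type | medium = HEPES pH 7.0, NaCl, Pluronic buffer | also added = FP-Rh probe | incubation = Enzyme–compound pre-incubation 45 min, then probe 60 min, both 25 °C | technique = fluorescence polarization, excitation 525 nm, emission 598 nm, BODIPY TMR filters | controls = S159A mutant high control, sample median low control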
Starred values were filed as active, the others as inactive. A portion of the library; rates above refer to the full screens.

For Cc1c(C=O)c2ccccn2c1C(=O)c1ccc(Cl)c([N+](=O)[O-])c1 the results were UHRF1 MBD2 ctr -1, SIAE primary -4, PRMT1 FP inh 0, rCAG RNA binder 2, TCR CD3 inh 0, HTRA1 inh -2, GC-B act 0, MBD2 inh 0, GC-A act -24 and ABHD4 inh 2.
`O=C(CSc1nnnn1Cc1ccccc1)c1ccccc1` gave UHRF1 MBD2 ctr 3, SIAE primary -2, PRMT1 FP inh 1, rCAG RNA binder 1, TCR CD3 inh 4, HTRA1 inh -3, GC-B act 9, MBD2 inh 0, GC-A act -6 and ABHD4 inh 0.
For CN(c1ccc(O)cc1)c1nc(O)c(C2=c3ccccc3=NC2=O)s1 the results were UHRF1 MBD2 ctr 0, SIAE primary 2, PRMT1 FP inh 6, rCAG RNA binder 49*, TCR CD3 inh -3, HTRA1 inh 7, GC-B act -5, MBD2 inh 2, GC-A act 41* and ABHD4 inh 43*.
Cc1ccc(-c2ccc(=O)n(CC(=O)Nc3ccc4c(c3)OCCO4)n2)cc1 was read as UHRF1 MBD2 ctr 0, SIAE primary -2, PRMT1 FP inh -6, rCAG RNA binder -4, TCR CD3 inh -2, HTRA1 inh -2, GC-B act -4, MBD2 inh 2, GC-A act -6 and ABHD4 inh 3.
Screening Cc1onc(-c2ccccc2)c1C(=O)NC1CCC(C)CC1 (stereo not given) returned UHRF1 MBD2 ctr 3, SIAE primary 2, PRMT1 FP inh 1, rCAG RNA binder 2, TCR CD3 inh -3, HTRA1 inh -4, GC-B act 0, MBD2 inh 3, GC-A act -5 and ABHD4 inh -3.
`COc1cc(OC)cc(-c2c(-c3ccsc3)c3cc(Br)ccc3n2C)c1` gave UHRF1 MBD2 ctr 1, SIAE primary 6, PRMT1 FP inh -1, rCAG RNA binder -2, TCR CD3 inh -1, HTRA1 inh -8, GC-B act -17, MBD2 inh 8, GC-A act -7 and ABHD4 inh 5.
`Cn1c(SCc2c(Cl)cccc2Cl)nc(C(F)(F)F)cc1=O` gave UHRF1 MBD2 ctr 1, SIAE primary -5, PRMT1 FP inh 3, rCAG RNA binder 2, TCR CD3 inh 6, HTRA1 inh 0, GC-B act 0, MBD2 inh 0, GC-A act 1 and ABHD4 inh 2.
`COc1ccc2c([N+](=O)[O-])c(N3CCOCC3)[nH]c2c1` gave UHRF1 MBD2 ctr -2, SIAE primary 7, PRMT1 FP inh 2, rCAG RNA binder 2, TCR CD3 inh -4, HTRA1 inh 2, GC-B act -1, MBD2 inh -3, GC-A act 2 and ABHD4 inh 4.
`CC(=O)N1CCN(S(=O)(=O)c2cccc(C(=O)OCC(=O)N(CCC#N)c3ccc(F)cc3)c2)CC1` gave UHRF1 MBD2 ctr 0, SIAE primary -7, PRMT1 FP inh 1, rCAG RNA binder 3, TCR CD3 inh 5, HTRA1 inh 4, GC-B act -3, MBD2 inh -3, GC-A act -6 and ABHD4 inh 0.
Screening O=C(Nc1ccc(NS(=O)(=O)c2ccccc2)c(Cl)c1)c1ccccc1 returned UHRF1 MBD2 ctr 0, SIAE primary -4, PRMT1 FP inh -4, rCAG RNA binder 11, TCR CD3 inh 3, HTRA1 inh -8, GC-B act 0, MBD2 inh -6, GC-A act -1 and ABHD4 inh -8.
For N#CNC(=Nc1cccc(F)c1)SCc1cccc(F)c1 the results were UHRF1 MBD2 ctr -2, SIAE primary -8, PRMT1 FP inh -2, rCAG RNA binder 10, TCR CD3 inh 0, HTRA1 inh 0, GC-B act -3, MBD2 inh -3, GC-A act 12 and ABHD4 inh -9.
CC1=C(C(=O)Nc2ccccc2)C(c2ccco2)C(C#N)=C(SCC(N)=O)N1 (stereo not given) was read as UHRF1 MBD2 ctr 3, SIAE primary -12, PRMT1 FP inh 7, rCAG RNA binder 6, TCR CD3 inh 8, HTRA1 inh 3, GC-B act 3, MBD2 inh 3, GC-A act -1 and ABHD4 inh -4.
For CCOc1cc2c(cc1OCC)CN(CC(=O)Nc1ccccc1C(=O)NC1CC1)CC2 the results were UHRF1 MBD2 ctr 0, SIAE primary 0, PRMT1 FP inh 6, rCAG RNA binder -1, TCR CD3 inh -1, HTRA1 inh -3, GC-B act 4, MBD2 inh -5, GC-A act 5 and ABHD4 inh 0.
Screening CCOc1ccccc1NC(=O)CSc1nnc(-c2ccco2)n1Cc1ccco1 returned UHRF1 MBD2 ctr 1, SIAE primary 2, PRMT1 FP inh 0, rCAG RNA binder -1, TCR CD3 inh 3, HTRA1 inh -4, GC-B act -6, MBD2 inh 3, GC-A act -4 and ABHD4 inh 1.
For COC(=O)c1cc(S(=O)(=O)N2CCN(c3ccc(OC)cc3)CC2)cn1C the results were UHRF1 MBD2 ctr 4, SIAE primary -5, PRMT1 FP inh 6, rCAG RNA binder 1, TCR CD3 inh -8, HTRA1 inh 0, GC-B act 2, MBD2 inh 6, GC-A act 2 and ABHD4 inh -7.

Among those listed so far, 2 have a nitro group on carbon.
For Cc1c(C=O)c2ccccn2c1C(=O)c1ccc(Cl)c([N+](=O)[O-])c1 the results were UHRF1 MBD2 ctr -1, SIAE primary -4, PRMT1 FP inh 0, rCAG RNA binder 2, TCR CD3 inh 0, HTRA1 inh -2, GC-B act 0, MBD2 inh 0, GC-A act -24 and ABHD4 inh 2.
`COc1ccc2c([N+](=O)[O-])c(N3CCOCC3)[nH]c2c1` gave UHRF1 MBD2 ctr -2, SIAE primary 7, PRMT1 FP inh 2, rCAG RNA binder 2, TCR CD3 inh -4, HTRA1 inh 2, GC-B act -1, MBD2 inh -3, GC-A act 2 and ABHD4 inh 4.

(next part)
Screening CCCCNC(=O)C(NC(=O)c1cccs1)C(=O)c1ccccc1 (stereo not given) returned UHRF1 MBD2 ctr 2, SIAE primary 3, PRMT1 FP inh -2, rCAG RNA binder 0, TCR CD3 inh -3, GC-B act -4, MBD2 inh 8, GC-A act -5 and ABHD4 inh -2.
For CCC(Sc1nc2ccccc2o1)C(=O)Nc1nnc(C)s1 (stereo not given) the results were UHRF1 MBD2 ctr -1, SIAE primary -2, PRMT1 FP inh 0, rCAG RNA binder -3, TCR CD3 inh 1, HTRA1 inh -1, GC-B act 10, MBD2 inh 0, GC-A act 4 and ABHD4 inh -1.
O=C(c1cc(COc2ccc3ncccc3c2)on1)N1CCCC(O)C1 (stereo not given) was read as UHRF1 MBD2 ctr -2, SIAE primary 1, PRMT1 FP inh -3, rCAG RNA binder -2, TCR CD3 inh 8, HTRA1 inh 0, GC-B act -2, MBD2 inh -1, GC-A act 0 and ABHD4 inh -1.
Screening O=c1c(OCc2ccccc2)cccn1Cc1ccccc1 returned UHRF1 MBD2 ctr 3, SIAE primary 1, PRMT1 FP inh 3, rCAG RNA binder 1, TCR CD3 inh -8, HTRA1 inh 2, GC-B act 0, MBD2 inh 2, GC-A act 0 and ABHD4 inh 6.
For CCOC(=O)c1c(NC(=O)C2C3CCC(O3)C2C(=O)O)sc(C)c1-c1ccc(F)cc1 (stereo not given) the results were UHRF1 MBD2 ctr 3, SIAE primary 5, PRMT1 FP inh 1, rCAG RNA binder 17, TCR CD3 inh -6, HTRA1 inh -1, GC-B act 1, MBD2 inh -6, GC-A act 0 and ABHD4 inh 8.
`O=P(Cc1ccccc1)(Cc1ccccc1)c1ccccc1` gave UHRF1 MBD2 ctr 4, SIAE primary -6, PRMT1 FP inh -3, rCAG RNA binder 3, TCR CD3 inh -3, HTRA1 inh 2, GC-B act -2, MBD2 inh -4, GC-A act 1 and ABHD4 inh -7.
For CC(/C=C/c1ccccc1)=N/NC(=O)CNC(=O)c1ccccc1F the results were UHRF1 MBD2 ctr 0, SIAE primary 3, PRMT1 FP inh 1, rCAG RNA binder -2, TCR CD3 inh 3, HTRA1 inh 1, GC-B act -7, MBD2 inh -5, GC-A act 1 and ABHD4 inh -2.
For C=CC[C@]12C[C@@H](OC)C(=O)C=C1O[C@@H](c1ccc(OC)c(OC)c1)[C@H]2C the results were UHRF1 MBD2 ctr 3, SIAE primary -2, PRMT1 FP inh 0, rCAG RNA binder -2, TCR CD3 inh 0, HTRA1 inh -1, GC-B act 3, MBD2 inh 3, GC-A act 0 and ABHD4 inh -3.
For COCCCNC(=O)CN1C(=O)c2ccccc2C1=O the results were UHRF1 MBD2 ctr -2, SIAE primary 0, PRMT1 FP inh -2, rCAG RNA binder -1, TCR CD3 inh 2, HTRA1 inh -3, GC-B act 4, MBD2 inh 4, GC-A act 4 and ABHD4 inh 2.
O=c1[nH]c(C2CCN(S(=O)(=O)c3ccc4c(c3)OCCO4)CC2)nc2c1nnn2Cc1ccc(F)cc1 was read as UHRF1 MBD2 ctr 27*, SIAE primary -15, PRMT1 FP inh 3, rCAG RNA binder 6, TCR CD3 inh 7, HTRA1 inh -48, GC-B act 2, MBD2 inh 5, GC-A act 5 and ABHD4 inh -13.
For CCCCNC(=S)NNc1c(Cl)cc(Cl)cc1Cl the results were UHRF1 MBD2 ctr 0, SIAE primary 2, PRMT1 FP inh -1, rCAG RNA binder 0, TCR CD3 inh 3, HTRA1 inh -3, GC-B act -1, MBD2 inh -2, GC-A act 4 and ABHD4 inh 5.
For Cc1ccsc1C(=O)Nc1nccs1 the results were UHRF1 MBD2 ctr -1, SIAE primary -3, PRMT1 FP inh -2, rCAG RNA binder 0, TCR CD3 inh 1, HTRA1 inh 3, GC-B act 9, MBD2 inh -5, GC-A act 2 and ABHD4 inh -4.
Screening CC(C(=O)N1CCCCC1)n1sc2ccccc2c1=O (stereo not given) returned UHRF1 MBD2 ctr 4, SIAE primary 3, PRMT1 FP inh -5, rCAG RNA binder -4, TCR CD3 inh 31*, HTRA1 inh 7, GC-B act -1, MBD2 inh -3, GC-A act -1 and ABHD4 inh -3.
`COc1cccc(Oc2c(C)oc3c(CN4CCCCC4)c(O)ccc3c2=O)c1` gave UHRF1 MBD2 ctr 1, SIAE primary -1, PRMT1 FP inh -2, rCAG RNA binder -1, TCR CD3 inh 0, HTRA1 inh 9, GC-B act 1, MBD2 inh 2, GC-A act -2 and ABHD4 inh -2.
Screening CCOC(=O)CNC(=O)c1ccc(C#CC2(O)CCCCC2)cc1 returned UHRF1 MBD2 ctr -2, SIAE primary -5, PRMT1 FP inh 0, rCAG RNA binder -4, TCR CD3 inh 3, HTRA1 inh -3, GC-B act 3, MBD2 inh -4, GC-A act 4 and ABHD4 inh -2.
CSCC(=O)NCC1(N(C)Cc2ccccc2)Cc2ccccc2C1 was read as UHRF1 MBD2 ctr -2, SIAE primary 2, PRMT1 FP inh 2, rCAG RNA binder -8, TCR CD3 inh 0, HTRA1 inh -3, GC-B act -3, MBD2 inh -3, GC-A act -6 and ABHD4 inh 2.
For COc1cccc(OC)c1C(=O)Nc1ccc(N2CCN(S(C)(=O)=O)CC2)cc1 the results were UHRF1 MBD2 ctr 1, SIAE primary 0, PRMT1 FP inh -2, rCAG RNA binder 5, TCR CD3 inh -7, HTRA1 inh 5, GC-B act 3, MBD2 inh -3, GC-A act 1 and ABHD4 inh -1.
For N=c1c2c(-c3ccccc3)c(-c3ccccc3)oc2ncn1Cc1ccco1 the results were UHRF1 MBD2 ctr 1, SIAE primary -3, PRMT1 FP inh 0, rCAG RNA binder 2, TCR CD3 inh -2, HTRA1 inh -52, MBD2 inh -6 and ABHD4 inh -28.
`O=C(O)CC/C(=N/Nc1ccc([N+](=O)[O-])cc1)C(=O)O` gave UHRF1 MBD2 ctr 1, SIAE primary 1, PRMT1 FP inh -4, rCAG RNA binder -2, TCR CD3 inh -2, HTRA1 inh -2, GC-B act 0, MBD2 inh -6, GC-A act -1 and ABHD4 inh 2.
